Screening results from PubChem.
CHOP inhibitor: inhibitors of CHOP induction in ER stress response | CHO-K1 CHOP-promoter luciferase, tunicamycin-induced, 15-18 h | 3.8% of 220,000 active | inhibition, % at 10 µM;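 active means compounds that reduced the stress-induced luciferase reporter signal by more than about 70% of percent inhibition, limit read from the data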;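 further: 0% = tunicamycin plus vehicle and 100% = wells without tunicamycin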
NPY-Y1 antag: NPY-Y1 (human) receptor antagonism | AID 1040 | 1% of 200,000 active | HEK293-CNG Y1 cells, membrane potential fluorescence; NPY at EC95, then isoproterenol | inhibition, % at 3.6 µM;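 active means inhibition above the campaign mean inhibition of all tested compounds plus 3 SD, cut at about 20% in these data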;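 further: 0% = DMSO wells given NPY plus isoproterenol and 100% = isoproterenol alone without NPY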
Target sequence (P25929 whole entry, looked up): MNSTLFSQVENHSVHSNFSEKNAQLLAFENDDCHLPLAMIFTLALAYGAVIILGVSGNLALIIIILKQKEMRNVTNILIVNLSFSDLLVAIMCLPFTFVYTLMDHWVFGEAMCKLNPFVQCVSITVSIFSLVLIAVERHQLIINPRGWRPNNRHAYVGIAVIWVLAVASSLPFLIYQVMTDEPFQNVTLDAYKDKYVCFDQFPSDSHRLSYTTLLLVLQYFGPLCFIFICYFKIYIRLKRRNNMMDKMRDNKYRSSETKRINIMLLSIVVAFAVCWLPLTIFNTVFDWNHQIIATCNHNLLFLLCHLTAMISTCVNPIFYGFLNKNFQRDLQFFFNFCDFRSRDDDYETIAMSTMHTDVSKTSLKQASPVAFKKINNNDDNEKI
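material = HEK293 cells with Y1 receptor plus CNG channel | also added = NPY 25 nM then isoproterenol 1 µM plus Ro 20-1724 25 µM | schedule = dye 3 h, compound 60 min room temperature, stimulation 45 min | measured by = membrane potential fluorescence | benchmarks = high control isoproterenol alone, low control NPY with isoproterenol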
p47phox inh: p47phox (human) inhibition | P14598 | p47phox/p22phox peptide binding, fluorescence polarization, 2 h | inhibition, % at 24.7 µM | 0.53% of 220,000 active | AID 1274;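 active means inhibition above about 30%, limit read from the data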;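 further: 0% = p47phox with labelled peptide and 100% = labelled peptide alone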
BaF3 tox: counter-screen for JAK2V617F inhibitors: parental Ba/F3 viability inhibitors; CellTiter-Glo ATP luminescence; inhibition, % at 5.6 µM; 1.1% of 220,000 active;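 active means inhibition above a per-campaign cutoff, the mean inhibition of all tested compounds plus 3 SD, cut at about 27% in these data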;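 further: 0% = DMSO wells and 100% = JAK Inhibitor I control wells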
NPY-Y1 PAM-ag: human NPY-Y1 potentiation or agonism, primary screen; P25929; NPY-Y1 expressing cells, potentiator/agonist activation; activation, % at 3.6 µM; 0.37% of 220,000 active; AID 1304; in the data active means activation above about 33%, passing the limit was not always enough;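 further: cells stimulated with NPY at EC10 then isoproterenol at EC100; 0% = low agonist plus stimulus and 100% = saturating agonist plus stimulus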
Ba/F3 V617F tox: loss of viability in JAK2V617F-driven Ba/F3 cells; Ba/F3 EpoR-JAK2V617F viability, ATP luminescence; inhibition, % at 5.6 µM; 1.1% of 220,000 active;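 active means inhibition above the campaign mean plus 3 SD over all tested compounds, cut at about 24% in these data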;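 further: cytokine-independent growth of Ba/F3 cells driven by EpoR plus mutant JAK2; 0% = DMSO-treated cells and 100% = JAK inhibitor I control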
NPY2 pot ag: human NPY-Y2 potentiation or agonism, primary screen; AID 1359; cells expressing NPY-Y2, potentiator/agonist read-out; P49146; activation, % at 3.6 µM; 0.45% of 220,000 active; in the data active means activation above about 27%;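 further: cells stimulated with NPY near EC25 plus isoproterenol at EC100; 0% = vehicle plus submaximal agonist and 100% = vehicle plus saturating agonist; some results beyond the cut were filed as inactive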
Target sequence (P49146 whole entry, looked up): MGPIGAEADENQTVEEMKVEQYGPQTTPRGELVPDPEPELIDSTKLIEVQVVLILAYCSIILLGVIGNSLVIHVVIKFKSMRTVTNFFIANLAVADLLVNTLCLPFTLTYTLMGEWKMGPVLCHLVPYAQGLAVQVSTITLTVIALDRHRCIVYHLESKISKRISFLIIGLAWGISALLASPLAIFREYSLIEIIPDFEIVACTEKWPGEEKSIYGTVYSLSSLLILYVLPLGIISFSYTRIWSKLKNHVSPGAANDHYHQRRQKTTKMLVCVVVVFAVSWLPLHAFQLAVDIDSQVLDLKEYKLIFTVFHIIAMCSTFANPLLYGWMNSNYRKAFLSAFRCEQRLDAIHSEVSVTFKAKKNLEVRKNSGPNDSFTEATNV
S1P4 antag: human S1P4 receptor antagonism | S1P4-expressing cells, antagonist mode, reporter read-out | inhibition, % at 4.98 µM | 0.26% of 220,000 active | AID 1510; in the data active means inhibition above about 29%;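 further: 0% = wells stimulated with agonist and 100% = vehicle wells without agonist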
S1P4 agonist: activates the human S1P4 receptor | 0.35% of 220,000 active | S1P4-expressing cell line, agonist reporter assay | activation, % at 4.98 µM; in the data active means activation above about 11%;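 further: 0% = DMSO vehicle and 100% = reference agonist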
* = called active by the depositor; . = no result given.

Values run as follows: CHOP inhibitor | NPY-Y1 antag | p47phox inh | BaF3 tox | NPY-Y1 PAM-ag | Ba/F3 V617F tox | NPY2 pot ag | S1P4 antag | S1P4 agonist
> C=CCOC(=O)C1=C(C)N=c2s/c(=C3\C(=O)N(CC(=O)O)c4ccccc43)c(=O)n2C1c1ccc(OC)cc1 (stereo not given)
  -13 | . | -7 | -3 | -9 | 2 | -15 | -1 | 1.8
> O=C1NCC(c2ccccc2)C1C(=O)N/N=C\c1ccc(-c2cccc(Cl)c2Cl)o1 (stereo not given)
  60 | -4 | -20 | 1 | -4 | -4 | 4 | 8 | -1.4
> N#C/C(=N\Nc1ccc(Cl)cc1)C(=O)c1ccsc1
  31 | . | -12 | 8 | 36 | 3 | 59* | -5 | -0.9
> COC(=O)c1cc(Br)c(=O)n(-c2ccc(F)cc2)c1
  3 | -9 | 31* | 4 | 4 | -1 | 4 | 4 | 1.5
> CN(CCOC(=O)CN1C(=O)c2ccccc2C1=O)C1=NS(=O)(=O)c2ccccc21
  5 | 2 | -8 | 8 | 25 | 1 | 12 | -3 | 0.8
> Cc1nc(C)c(CCNC(=O)c2ccccc2)s1
  14 | -5 | -10 | 7 | 11 | -2 | -2 | -1 | 1.4
> CCCN1C(=O)/C(=C/c2ccc(C)o2)NC1=S
  45 | -1 | -7 | 0 | 1 | -2 | 1 | 2 | -0.7
> C=CCc1cccc(/C=N/NC(=O)C(=O)Nc2ccc(C)cc2)c1O
  3 | 1 | -6 | 5 | 9 | -2 | 12 | 2 | 0.9
> COc1cccc(-n2sc3c(c2=S)-c2cc(OC)ccc2NC3(C)C)c1
  23 | -5 | -12 | 3 | 49* | 3 | 39* | -1 | -0.8
> COCCCNC(=O)c1cc2c(=O)n3cccc(C)c3nc2n(C(C)C)c1=N
  -24 | 2 | 1 | 1 | 17 | 0 | -19 | -26 | 6.9
> COc1ccc(NC(=O)c2oc3ccccc3c2NC(=O)COc2ccccc2OC)c(OC)c1
  4 | -5 | -8 | 2 | 13 | -1 | -5 | -3 | -0.8
> O=C(CSc1nnc(-c2ccccc2F)o1)OCc1ccccc1
  -30 | 13 | -8 | 2 | -15 | 0 | -14 | -8 | -0.7
> O=C(O)c1[nH]nc2c1COc1ccccc1-2
  0 | -1 | -12 | 2 | 11 | -3 | -2 | -11 | 6.4
> COc1ccc(-n2c(Cc3cccn3C)nnc2SCC(=O)Nc2nccs2)cc1
  0 | 0 | -15 | 7 | -4 | 0 | 9 | -9 | 0.7
> Cc1ccccc1CN1CCN(C(=O)c2cccc(F)c2)CC1
  5 | 4 | -15 | 3 | -36 | 0 | 13 | 15 | -1.1
> O=C1CC(c2cccc(Cl)c2)CC(O)=C1C=NCCCO (stereo not given)
  45 | -3 | -9 | 7 | 13 | -1 | -1 | 1 | 0.5
> COc1ccc(CCN(C(=O)/C=C/C(=O)O)C2CC(=O)N(c3ccccc3)C2=O)cc1 (stereo not given)
  -6 | 1 | 0 | 3 | 13 | -2 | -7 | -12 | -0.4
> Cc1cc(OCc2nn[nH]n2)c2c(C)c(CC(=O)O)c(=O)oc2c1
  2 | -3 | -11 | -1 | -4 | -4 | 7 | -3 | -2.0
> CCOc1ccc(CCNC(=O)COC(=O)c2ccccc2O)cc1OCC
  12 | 5 | 2 | 6 | -4 | 4 | -20 | -22 | 1.7
> CCCCCC(=O)N1CCN(CCN=CC2=C(O)CC(c3ccc(OC)c(OC)c3)CC2=O)CC1 (stereo not given)
  56 | -3 | -6 | 5 | 4 | 3 | 0 | -29 | 2.3
> O=C(NCCC1=CCCCC1)C1CCN(S(=O)(=O)N2CCCC2)CC1
  5 | 6 | -5 | 7 | 6 | 0 | 10 | 1 | 1.1
> COc1ccccc1/C=C/C(=O)Nc1cccc(S(=O)(=O)NC2=NCCCCC2)c1
  30 | -1 | -10 | 5 | -2 | 4 | 5 | -24 | 1.5
> Cc1ccc(C(F)(F)F)cc1NC(N)=S
  -6 | 5 | 0 | 1 | -9 | 0 | 15 | 5 | -0.3
> Cn1c(CNC(=O)c2ccc(Cl)c(Cl)c2)nnc1SCC(=O)Nc1sc2c(c1C#N)CCCC2
  61 | -2 | 3 | 5 | 11 | 0 | 4 | -11 | 2.3
> CC(/C=C/c1ccc(OCc2ccccc2)cc1)=N\O
  25 | 1 | 1 | 4 | 27 | -3 | 16 | -7 | 0.9
> CCCCS(=O)c1snnc1C (stereo not given)
  1 | 5 | -12 | 5 | 5 | -1 | 5 | -15 | 1.7
> Nc1nc(CCl)nc(Nc2cccc3ccccc23)n1
  -64 | . | -8 | 28* | -8 | 100* | -8 | 33* | -0.5
> COc1cc2cc(CN(CCN3CCOCC3)C(=O)Nc3ccc(F)cc3)c(=O)[nH]c2cc1OC
  -10 | -5 | 0 | 3 | -15 | 0 | -6 | 6 | -0.9
> COCCNC(=O)C(C)Oc1ccc(Cl)cc1Cl (stereo not given)
  33 | -3 | -16 | 3 | -16 | 0 | 3 | -7 | 0.4
> O=C1CC(c2ccc(Cl)cc2)n2nc(NS(=O)(=O)c3ccc(F)cc3)nc2N1 (stereo not given)
  5 | 2 | -5 | -1 | -12 | -3 | 4 | 8 | -0.7

An excerpt from above in order of molar mass, lowest first.
Values run as follows: CHOP inhibitor | NPY-Y1 antag | p47phox inh | BaF3 tox | NPY-Y1 PAM-ag | Ba/F3 V617F tox | NPY2 pot ag | S1P4 antag | S1P4 agonist
> Cc1ccc(C(F)(F)F)cc1NC(N)=S
  -6 | 5 | 0 | 1 | -9 | 0 | 15 | 5 | -0.3
> Nc1nc(CCl)nc(Nc2cccc3ccccc23)n1
  -64 | . | -8 | 28* | -8 | 100* | -8 | 33* | -0.5
> COc1cccc(-n2sc3c(c2=S)-c2cc(OC)ccc2NC3(C)C)c1
  23 | -5 | -12 | 3 | 49* | 3 | 39* | -1 | -0.8
> O=C1CC(c2ccc(Cl)cc2)n2nc(NS(=O)(=O)c3ccc(F)cc3)nc2N1 (stereo not given)
  5 | 2 | -5 | -1 | -12 | -3 | 4 | 8 | -0.7
> CN(CCOC(=O)CN1C(=O)c2ccccc2C1=O)C1=NS(=O)(=O)c2ccccc21
  5 | 2 | -8 | 8 | 25 | 1 | 12 | -3 | 0.8
> COc1ccccc1/C=C/C(=O)Nc1cccc(S(=O)(=O)NC2=NCCCCC2)c1
  30 | -1 | -10 | 5 | -2 | 4 | 5 | -24 | 1.5
> CCCCCC(=O)N1CCN(CCN=CC2=C(O)CC(c3ccc(OC)c(OC)c3)CC2=O)CC1 (stereo not given)
  56 | -3 | -6 | 5 | 4 | 3 | 0 | -29 | 2.3

(continued)
Values run as follows: CHOP inhibitor | NPY-Y1 antag | p47phox inh | BaF3 tox | NPY-Y1 PAM-ag | Ba/F3 V617F tox | NPY2 pot ag | S1P4 antag | S1P4 agonist
> CCOc1ccc(CC(=O)NCc2ccc3c(c2)cc(C)n3C)cc1
  -8 | 11 | -1 | 1 | -32 | -4 | -20 | -7 | 0.6
> CN(c1ncc(C(F)(F)F)cc1Cl)n1cc(C(=O)O)c2ccccc2c1=O
  29 | 1 | -1 | 4 | 13 | 2 | -7 | 8 | -0.2
> CCNC(=O)n1nccc1C(C)Oc1cccc(C(F)(F)F)c1 (stereo not given)
  60 | 5 | -9 | 4 | 0 | 4 | -1 | 2 | -1.5
> C/C(=N\NC(=O)c1ccn(C)n1)c1cccc(NC(=O)c2ccncc2)c1
  -12 | 2 | -6 | -1 | -36 | -5 | 7 | -8 | 1.9
> CC(=O)c1ccc(-n2nncc2C(C)(C)C)cc1
  1 | 5 | 2 | 5 | 1 | 3 | -4 | -9 | 1.3
> Cc1cc(C)n(C(=O)c2cc3c(s2)CCCC3)n1
  -7 | 15 | -10 | -1 | -19 | -2 | -5 | -10 | -0.9
> CCOC(=O)Cc1cnc(N)s1
  -14 | 0 | 8 | 8 | -18 | 0 | -10 | 7 | 0.1
> COc1ccc(-c2ccc(S(=O)(=O)NCC3CCCO3)cc2)cc1 (stereo not given)
  29 | -4 | 2 | 8 | -1 | 1 | -7 | -5 | 1.5
> COc1ccc(C2c3c(ncn(Cc4ccco4)c3=N)Oc3ccc4ccccc4c32)cc1 (stereo not given)
  -22 | 18 | 1 | 13 | -9 | 2 | -10 | 5 | -0.2
> C=CCn1c(NC(=O)c2ccccc2Cl)c(C#N)c2nc3ccccc3nc21
  -16 | -6 | -8 | 3 | 12 | 0 | -5 | -10 | 0.2
> CCOC(=O)c1sc(N)nc1C(C)C
  6 | 2 | 1 | -1 | -32 | -1 | -8 | -8 | 0.8
> CC(OC(=O)CCc1nc2ccccc2c(=O)[nH]1)C(=O)NCc1ccc2c(c1)OCO2 (stereo not given)
  -7 | -6 | -19 | 6 | 14 | 3 | -9 | -2 | 0.2
> COc1ccc(NC(=O)c2sc(=S)[nH]c2N)cc1
  -13 | 3 | -5 | 2 | 14 | -1 | -2 | -9 | 0.3
> Cc1oc(-c2ccccc2Cl)nc1CN1CCCC1c1ccc(F)cc1 (stereo not given)
  7 | 4 | -36 | 6 | 15 | 0 | 5 | 2 | -2.6
> CCOC(=O)c1c(NC(=O)C2COc3ccccc3O2)sc2c1CC(C)(C)NC2(C)C (stereo not given)
  9 | 45* | 4 | 2 | -127 | -1 | -41 | 7 | 2.7
> CC(C)(C)c1ccc(OCC(=O)N/N=C/c2ccc(N3CCOCC3)cc2)cc1
  105* | -8 | 5 | -2 | 12 | -4 | 6 | -3 | 2.1
> Cc1cc(C)nc(N2CCCC(C(=O)Nc3cc(F)ccc3C)C2)n1 (stereo not given)
  4 | 3 | -10 | 2 | -19 | -3 | -23 | -3 | -0.2
> Fc1ccc(N/N=C/c2ccncc2)c(F)c1
  -5 | 1 | -1 | 6 | 4 | 2 | 9 | -3 | 0.9
> CCCCN(C(=S)Nc1ccc(F)cc1)c1c(N)n(CCC)c(=O)[nH]c1=O
  3 | 2 | 1 | 7 | -9 | 4 | -2 | -7 | 0.3
> CCc1ccccc1NC(=O)CCc1nc(-c2cccs2)no1
  2 | 0 | -5 | 4 | -11 | 3 | -18 | 7 | 1.9
> CCOCCCNc1ncc2c(n1)CC(c1ccc(C)cc1)CC2=O (stereo not given)
  42 | 10 | -6 | -2 | -8 | -4 | -2 | 0 | -0.1

Compound profiles (already shown). Order of values: CHOP inhibitor	NPY-Y1 antag	p47phox inh	BaF3 tox	NPY-Y1 PAM-ag	Ba/F3 V617F tox	NPY2 pot ag	S1P4 antag	S1P4 agonist
`O=C(O)c1[nH]nc2c1COc1ccccc1-2` reads 0	-1	-12	2	11	-3	-2	-11	6.4
`C/C(=N\NC(=O)c1ccn(C)n1)c1cccc(NC(=O)c2ccncc2)c1` reads -12	2	-6	-1	-36	-5	7	-8	1.9
